PAD4 inhibitors: human PAD4 inhibitors, primary screen, biochemical, fluorescence polarization (AID 463073) | recombinant PAD4, RFA probe fluorescence polarization; hits give high values | inhibition, % at 5 µM | actives 0.5% (n = 2,000);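 active = inhibition above 30%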;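 also: 0% = PAD4 with DMSO and 100% = wells lacking PAD4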
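Material – recombinant PAD4 · Amount – PAD4 at 2 µM in dispensed buffer, before additions · Medium – Ca2+-containing HEPES pH 7.6, TCEP · Doses – one dose, 5 µM final · Schedule – 30 min 25 °C preincubation, 5 h 37 °C labeling · Measured by – FP, ex 525 nm, em 598 nm · Benchmarks – wells lacking PAD4 as full-inhibition control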
Active calls of the source: *. Not all compounds are listed; the hit share may differ from the screen's.

SMILES | PAD4 inhibitors
COP(=O)(OC)C(O)C(Cl)(Cl)Cl (configuration not stated) | -4.5
NCC1(c2ccc3c(c2)OCCO3)CCCC1 | 0.5
c1ccc2c(c1)Nc1ccccc1S2 | 4.5
C[N+](C)(C)Cc1ccccc1 | 2.9
C[C@@]1(CO)[C@H](O)CC[C@@]2(C)[C@H]1CC[C@H]1C[C@@H]3C[C@@]12CC[C@]3(O)CO | -1.9
CCCC(=O)OCC[N+](C)(C)C | 1.4
c1ccc2c3c([nH]c2c1)CNCC3 | 4.1
O=c1cccc2n1C[C@H]1C[C@@H]2CN2CCCC[C@@H]12 | -3.5
CCC1(c2ccccc2)C(=O)N(COC)C(=O)N(COC)C1=O | -4.0

Quoted from the results shown, 2 compounds:
SMILES | PAD4 inhibitors
O=c1cccc2n1C[C@H]1C[C@@H]2CN2CCCC[C@@H]12 | -3.5
CCC1(c2ccccc2)C(=O)N(COC)C(=O)N(COC)C1=O | -4.0

Given in CSV form: four of the compounds above.
Molecule,PAD4 inhibitors
COP(=O)(OC)C(O)C(Cl)(Cl)Cl (configuration not stated),-4.5
NCC1(c2ccc3c(c2)OCCO3)CCCC1,0.5
c1ccc2c(c1)Nc1ccccc1S2,4.5
C[N+](C)(C)Cc1ccccc1,2.9
